Screening data (PubChem)
RmlCD inh 1536 – M. tuberculosis RmlC/RmlD inhibition; P9WH09+P9WH11; RmlC+RmlD coupled enzyme assay, percent inhibition; primary screen in compound mixtures; inhibition, % at 3.6 µM; hit rate 0.03% among 160,000; AID 1533; in the data active = inhibition mostly above about 34%, no sharp cut-off; inconclusive = no clear call, values can overlap the other calls; inactive = mostly below about 22%; note: some results filed as inactive read as strong as hits
Target sequence (P9WH09 whole entry, looked up): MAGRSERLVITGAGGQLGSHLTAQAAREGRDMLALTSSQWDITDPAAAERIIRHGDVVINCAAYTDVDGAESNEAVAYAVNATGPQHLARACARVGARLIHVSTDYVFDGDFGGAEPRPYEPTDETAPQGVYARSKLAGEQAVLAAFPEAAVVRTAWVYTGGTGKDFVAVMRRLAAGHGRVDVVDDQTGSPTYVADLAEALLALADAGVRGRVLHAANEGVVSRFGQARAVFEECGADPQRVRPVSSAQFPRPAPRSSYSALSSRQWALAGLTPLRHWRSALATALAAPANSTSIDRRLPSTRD
Target sequence (P9WH11 whole entry, looked up): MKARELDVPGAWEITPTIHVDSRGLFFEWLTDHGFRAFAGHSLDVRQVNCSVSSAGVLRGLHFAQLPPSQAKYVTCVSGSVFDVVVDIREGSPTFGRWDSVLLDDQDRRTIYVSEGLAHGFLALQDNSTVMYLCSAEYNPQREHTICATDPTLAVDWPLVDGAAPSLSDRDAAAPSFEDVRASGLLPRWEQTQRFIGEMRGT
M. tuberculosis GlmU – inhibition of mycobacterial GlmU enzyme – biochemical, glucosamine-1-phosphate acetyltransferase (AID 1376); hit rate 0.25% among 220,000; one-dose inhibition, %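 (tested at 30 µM in the primary screen)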; IC50 in µM for titrated hits; M. tuberculosis GlmU acetyltransferase enzyme assay; higher % means a stronger effect; in the data active = inhibition above about 13%; inconclusive = no clear call, values can overlap the other calls;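 note: 0% = complete reaction with vehicle and 100% = reaction without substrate; strong numbers were not always called active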
Numbers without * were called inactive; ? = inconclusive; . = not tested or not shown. Some of the compounds tested (hit frequency here may not be typical).

SMILES	RmlCD inh 1536	M. tuberculosis GlmU
Cc1ccc(C(=O)O)c(C(=O)Nc2nc(C)cs2)c1	44	1.9%
C=CCOc1ccc(C2NC(=S)NC(c3ccccc3)=C2C(C)=O)cc1OC (centres undefined)	-1	-2.6%
N#C/C=C(/N)N1CCN(c2ccc(Cl)c(Cl)c2)CC1	5	-5.3%
Clc1ccc(C2CC(c3cccs3)n3ncnc3N2)cc1 (centres undefined)	.	-5.7%
CCCCSc1nnc(-c2ccccc2N)c(=O)[nH]1	-10	-2.8%
CC1(C)CC(CC(=O)Nc2nccs2)(c2ccccc2)CCO1 (centres undefined)	1	-3.0%
CCC(Oc1ccccc1)C(=O)Nc1ccc(S(=O)(=O)Nc2cnc3ccccc3n2)cc1 (centres undefined)	-5	-1.7%
CN(C)C(=O)CSc1nnc(Cc2ccc([N+](=O)[O-])cc2)o1	27	-3.0%
O=[N+]([O-])c1ccc(N2CCNCC2)cc1NCC1CCCO1 (centres undefined)	.	3.9%
COC(=O)c1sccc1NC(=O)c1ccoc1C	.	7.7%
CCOc1ccc(N=C2NC(=O)SC2CC(=O)OC)cc1 (centres undefined)	.	-0.3%
COc1ccc(C(=O)NC(=S)NCc2cccnc2)cc1OC	-3	-4.4%
C/C(=N\NS(=O)(=O)c1ccccc1)c1cccc(NC(=O)c2cccc(Cl)c2)c1	-3	-2.2%
CC(C)CNS(=O)(=O)c1ccc(CCC(=O)N2CCN(Cc3ccccc3)CC2)cc1	.	-1.4%
CCOC(=O)C1CCCN(C(=O)c2cc(S(=O)(=O)N3CCCCC3)ccc2C)C1 (centres undefined)	41	-0.5%
CCn1c(-c2nonc2NC(=O)c2ccccc2)nc2ccccc21	.	-6.9%
NC(N)=NC(N)=Nc1cccc(Cl)c1	.	3.6%
CN(C)C(=O)Oc1cccc(-c2cn3cc(Cl)ccc3n2)c1	.	5.6%
Cn1c(=O)c2ccccc2n(Cc2ccccc2F)c1=O	.	-9.8%
O=C(COC(=O)C1CCN(/C=C/C(=O)C(F)(F)F)CC1)Nc1cccc(F)c1	5	-8.2%
O=C(N/N=C/c1ccc(OCc2ccccc2)cc1)c1ccco1	18	3.2%
CCN(CC(=O)Nc1c(F)cccc1F)C(=O)COc1ccc2c(C)cc(=O)oc2c1	-11	-0.7%
COc1cc(C(CCN2CCCC(C)C2)c2c(OC)cc(OC)c3c(-c4ccccc4)cc(=O)oc23)cc(OC)c1OC (centres undefined)	.	-7.8%
CCOC(=O)C1=C(C)OC(N)=C(C#N)C1c1cc2c(cc1[N+](=O)[O-])OCO2 (centres undefined)	-9	-2.4%
OCCN(Cc1ccccc1)CC(O)COc1ccc(-c2ccccc2)cc1 (centres undefined)	10	6.0%
CN(C)S(=O)(=O)c1cccc(NC(=S)N/N=C/C(=O)c2ccccc2)c1	-7	-1.8%
CC1(c2ccccc2)NC(=O)N(CCN2C(=O)c3ccccc3C2=O)C1=O (centres undefined)	7	7.3%
O=C(Nc1ccc(N2CCOCC2)c(Cl)c1)c1cc2ccccc2o1	.	0.7%
CCCC(=O)NC(Oc1ccc(Cl)cc1Cl)C(Cl)(Cl)Cl (centres undefined)	8	4.2%
Cn1cccc1CC(=O)NNC(=S)NC(=O)c1ccccc1Br	12	-1.3%
Cn1c(Cc2ccccc2)nnc1SCC(=O)Nc1ccccc1N1CCOCC1	15	-4.8%
O=C(Nc1ccc(F)cc1F)N1CCCC(c2nc(-c3ccc(F)cc3)no2)C1 (centres undefined)	-6	1.9%
C=CCn1c(SCC(=O)Nc2ccccc2C)nnc1-c1ccncc1	10	0.2%
CC(CCc1ccccc1)NC(=O)C(=O)NCCc1ccccc1 (centres undefined)	-5	2.2%
Cc1cc(N2C(=O)CC(N3CCC(n4c(=O)[nH]c5ccccc54)CC3)C2=O)no1 (centres undefined)	.	-0.9%
COC(=O)Nc1nnc(COc2cccc(C)c2)s1	39	-0.1%

Six entries drawn at random from those above:
SMILES	RmlCD inh 1536	M. tuberculosis GlmU
CCOc1ccc(N=C2NC(=O)SC2CC(=O)OC)cc1 (centres undefined)	.	-0.3%
COC(=O)c1sccc1NC(=O)c1ccoc1C	.	7.7%
CCCC(=O)NC(Oc1ccc(Cl)cc1Cl)C(Cl)(Cl)Cl (centres undefined)	8	4.2%
Cc1ccc(C(=O)O)c(C(=O)Nc2nc(C)cs2)c1	44	1.9%
CC1(c2ccccc2)NC(=O)N(CCN2C(=O)c3ccccc3C2=O)C1=O (centres undefined)	7	7.3%
CCC(Oc1ccccc1)C(=O)Nc1ccc(S(=O)(=O)Nc2cnc3ccccc3n2)cc1 (centres undefined)	-5	-1.7%

The list continues.
SMILES	RmlCD inh 1536	M. tuberculosis GlmU
COC(=O)CSc1nc2c(c(-c3ccco3)c1C#N)CCCC2	-3	1.4%
O=C(C1CC12CCCC2)N1CCC(CO)(Cc2ccccc2Cl)CC1 (centres undefined)	-8	6.5%
CCn1c(COc2cc(C)cc(C)c2)nnc1SCC(=O)N1CCN(c2ccccc2)CC1	.	-1.8%
COc1ccc(C2CC(c3ccccc3)=NN2C(=S)Nc2ccccc2)cc1 (centres undefined)	-8	4.3%
CCCCN(C(=S)SC)C1CCS(=O)(=O)C1 (centres undefined)	-5	2.7%
O=C(NCc1ccc2c(c1)OCO2)c1ccc(CN2CCc3ccccc3C2)cc1	.	0.7%
Cc1occc1C(=O)NNC(=O)c1ccc(F)cc1	0	3.0%
COCCCn1c(=N)c(C(=O)NCC2CCCO2)cc2c(=O)n3cccc(C)c3nc21 (centres undefined)	-4	-3.0%
O=P(O)(O)c1ccccc1OCCCCCOc1ccccc1P(=O)(O)O	19	0.7%
Brc1ccc(C2=Nn3c(nnc3-c3cccnc3)SC2)s1	.	-4.9%
CCOC(=O)N1CCC(NC(=O)CN2C(=O)CCSc3ccccc32)CC1	4	4.4%
COc1cc(C(=O)NNC2=CC(=O)CC(C)(C)C2)cc(OC)c1OC	30	2.7%
CS(=O)(=O)Nc1ccc2c(c1)nc1n2CCOC1	-7	6.1%
CCOc1ccccc1OCCCOc1ccc([N+](=O)[O-])cc1Cl	.	-2.3%
CC(=O)Nc1ccc(S(=O)(=O)N2CCN(CC(=O)NC3CCCC3)CC2)cc1	11	6.8%
O=C(Nc1ccc(Cl)cc1)Nc1ccc(N2CCOCC2)cc1	7	1.4%
CCS(=O)(=O)N1CCN(c2ccc([N+](=O)[O-])c(N3CCOCC3)c2)CC1	.	-1.2%
Cc1cccc(C(=O)Nc2ccccc2SCC2CSc3nc4ccccc4c(=O)n32)c1 (centres undefined)	-2	.
COC(=O)C1=C(C)NC(=O)C1(Nc1nccs1)C(F)(F)F (centres undefined)	.	2.1%
Cc1c(Cl)c([N+](=O)[O-])nn1CCCC(=O)NCCc1ccccc1	-8	0.2%
COc1ccc(C2=NCCc3cc(OC)c(OC)cc32)cc1	8	-3.8%
O=C(CN1C(=O)NC2(CCCC2)C1=O)Nc1ccccc1F	.	3.7%
COc1ccc(CNC(=O)c2cc(C)nn2-c2ccccc2)cc1	-14	0.5%
Cc1cc2ccccc2n1CCNC(=O)c1ccc(Br)o1	.	3.7%
CCOc1cccc(NC(=O)CC#N)c1	.	-0.5%
CC1CCCC(NC(=O)CNCc2ccccc2F)C1C (centres undefined)	8	-1.1%
COc1ccc(/C=c2\sc3nc(=O)c(C)nn3c2=O)c(OC)c1	14	3.7%
O=C(O)c1cn[nH]c1-c1cccc([N+](=O)[O-])c1	5	3.3%
N#Cc1ccc(Sc2nc3ccccc3[nH]2)cc1C#N	.	3.4%
Cc1ccc(NC(=O)C2OCCc3ccccc32)cc1C (centres undefined)	.	-1.7%
Nc1cc(N)nc(SCC(=O)Nc2ccccc2N2CCOCC2)n1	32	-0.1%
Cc1cccc(/C=N\NC(=O)c2ccccc2-n2cccc2)c1	-7	-11%
CC(C)CN(CCCNC(=O)CN1C(=O)COc2ccc(S(=O)(=O)N3CCCC3)cc21)CC(C)C	2	-2.7%
CCOC(=O)CCCCC(=O)c1[nH]c(=O)[nH]c1CSc1nc(-c2ccccc2)c(C#N)c(=O)[nH]1	.	9.1%
CCOC(=O)C1/C(=N\O)CC(C)(O)C(C(=O)OCC)C1c1ccc(OC)c(OC)c1 (centres undefined)	.	-3.9%
COc1ccc(NC(=O)C2CCC(C)(C(=O)O)C2(C)C)cc1 (centres undefined)	5	4.5%
O=C(Nc1cccnc1Cl)c1cc([N+](=O)[O-])ccc1Cl	1	7.2%
Cc1c(-n2c(-c3ccccc3Cl)n[nH]c2=S)c(=O)n(-c2ccccc2)n1C	-11	-5.4%
COC(=O)NC(NS(=O)(=O)c1ccccc1)(C(=O)OC)C(F)(F)F (centres undefined)	0	-5.6%
Cc1ccccc1C(=O)N1CCC(C(=O)Nc2ccc3c(c2)OCCO3)CC1	.	1.6%
CCOC(=O)c1sc(-c2ccccn2)nc1C	9	-2.2%
COC(=O)c1cc(NS(=O)(=O)c2ccc(NC(C)=O)cc2)ccc1Cl	-1	1.0%
CC(=O)c1c(N2CCCCC2)nc(=O)n(-c2ccccc2)c1C	.	-3.2%
CCOCCCNC(=O)c1ccccc1SCC	4	0.2%
COc1ccc2c(c1)-c1nc(NC(=O)c3ccco3)sc1CC2	.	1.6%
O=C(C(c1ccccc1)N1CCOCC1)N1CCOCC1 (centres undefined)	-5	1.7%
O=c1[nH]c(=O)n(C2CCCCC2)c(O)c1/C=C/C=Nc1ccccc1	.	1.6%
C/C(=N/NC(=O)c1cc(O)c(O)c(O)c1)c1ccc([N+](=O)[O-])cc1	5	7.7%
CCOc1ccccc1OCC(=O)Nc1nnc(COC)s1	-7	2.8%
CC(C)(C)C(=O)Nc1ccccc1C(=O)Nc1cc(Cl)ccc1Cl	-8	7.1%
CCN(CC)CCNC(=S)N1CCn2c(nc3ccccc32)C1	9	1.8%
CCC(C)n1c(SCC(=O)NCCc2ccc(S(N)(=O)=O)cc2)nc2ccsc2c1=O (centres undefined)	.	0.8%
Cc1nn(C(=O)Cn2cc([N+](=O)[O-])cn2)c(C)c1Cl	2	1.9%
Cc1cccc(N(C)C(=O)C2CCCN2S(=O)(=O)c2cccc3nsnc23)c1 (centres undefined)	-2	-1.4%
OCCNc1ncnc2c1c(-c1ccccc1)c(-c1ccccc1)n2Cc1ccco1	?	-0.9%
CSc1nnc(-c2cccs2)n1C	17	-0.4%
CSc1nsc(SCC(=O)Nc2nc3ccc(C)cc3s2)n1	11	-9.8%
CCOc1ccc(N/C(=N/c2nc(C)cc(C)n2)NC(=O)CC)cc1	2	9.1%
CCCCN(C)CCNC(=O)c1nn(-c2ccc(OC)cc2)c(=O)c2c1c1ccccc1n2C	0	-5.8%
Cc1cccnc1Nc1ncnc(N)c1[N+](=O)[O-]	.	3.0%
The list continues:
SMILES	RmlCD inh 1536	M. tuberculosis GlmU
Cc1cccc(N2CCN(C(=O)c3ccc4c(c3)OCCO4)CC2)c1C	3	2.0%
CCCCCCOc1ccc(NC(=O)CC2C(=O)N(CC)C(=S)N2Cc2ccco2)cc1 (centres undefined)	-13	-1.9%
CN(C)c1ccc(-c2nnc(-c3ccc(S(=O)(=O)C(F)F)cc3)o2)cc1	.	1.5%
CCC(CO)Nc1ncnc2c1cnn2-c1ccc(Cl)cc1 (centres undefined)	-4	-3.2%
CCc1ccc2c(COC(=O)c3n[nH]c4ccccc34)cc(=O)oc2c1	.	2.8%
Cc1cc(=O)n2c(n1)SCOC2	2	-4.6%
Fc1ccccc1CCNc1nnnn1-c1ccccc1	47	2.4%
Cc1ccc(CNC(=O)c2cc(C)nn2-c2ccccc2)cc1	.	-5.7%
Cc1ccc(O)c(CNc2cccc3cccnc23)c1	-8	7.0%
Cc1ccc2nc(SC(C)C(=O)N3CC(C)OC(C)C3)[nH]c2c1 (centres undefined)	-12	-4.3%
CCc1ccc(S(=O)(=O)NCCc2cn3cccc(C)c3n2)s1	11	1.5%
O=C(CN1C(=O)C2CC=CCC2C1=O)Nc1nc2ccccc2[nH]1 (centres undefined)	-2	-1.6%

An excerpt of these results, in markdown:
| mol | RmlCD inh 1536 | M. tuberculosis GlmU |
| --- | --- | --- |
| Cc1ccc(O)c(CNc2cccc3cccnc23)c1 | -8 | 7.0% |
| O=C(CN1C(=O)C2CC=CCC2C1=O)Nc1nc2ccccc2[nH]1 (centres undefined) | -2 | -1.6% |
| CCc1ccc(S(=O)(=O)NCCc2cn3cccc(C)c3n2)s1 | 11 | 1.5% |

An excerpt from further up, for reference:
SMILES	RmlCD inh 1536	M. tuberculosis GlmU
CCc1ccc(S(=O)(=O)NCCc2cn3cccc(C)c3n2)s1	11	1.5%
O=C(CN1C(=O)C2CC=CCC2C1=O)Nc1nc2ccccc2[nH]1 (centres undefined)	-2	-1.6%

Other results
SMILES	RmlCD inh 1536	M. tuberculosis GlmU
COc1ccc(N2C(=O)CC(NCc3cccc(F)c3)C2=O)cc1 (centres undefined)	.	3.5%
Cc1cc(NS(=O)(=O)c2ccc(NC(=O)CSc3nc4ncc(Cl)cc4[nH]3)cc2)nc(C)n1	83	3.0%
CCCN(CCC)S(=O)(=O)c1ccc(C(=O)O)cc1	.	3.2%
COC(=O)C1=C(N)c2c(F)cccc2C1(C#N)c1ccc(F)cc1 (centres undefined)	4	2.2%
Cc1ccc(C(=O)NC(=S)NNC(=O)COc2ccccc2C)cc1	-10	-0.1%
O=C1C(=O)N(C2CCCC2)C(=O)N1Cc1c(F)cccc1Cl	5	-9.0%
COc1cc(C2N(c3cc(C)on3)C(=O)C3CCCN32)cc(OC)c1OC (centres undefined)	-10	-1.6%
Clc1ccc(C2=Nn3c(nnc3-c3cccnc3)SC2)s1	.	9.2%
O=S(=O)(Cc1ccccc1Cl)NCc1ccccc1	7	-3.0%
Clc1ccccc1Cn1nnc2c(NCC3CC3)ncnc21	-1	2.7%
COc1ccccc1Nc1nc(-c2sc(NC(=O)c3ccccc3)nc2C)cs1	.	-0.7%
